Screening results as filed in PubChem BioAssay.
FXIIa inh: factor XIIa (human) inhibition. P00748. actives 0.3% (n = 220,000). inhibition, % at 5 µM. purified FXIIa, Boc-QGR-AMC fluorogenic substrate, 2 h; in the data active = inhibition above about 40%;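 note: 0% = enzyme with no compound and 100% = blank without enzyme; many of its hits are not listed in these tables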
Furin inhibitor: human furin inhibition; AID 463115; actives 0.061% (n = 220,000); P09958; purified furin, fluorogenic substrate cleavage; inhibition, % at 30 µM; in the data active = inhibition above about 25%; note: inactives centre near -15
Cl transport mod: modulates chloride dependent transport by human KCC2; Q9H2X9; KCC2 cells, thallium flux FluoZin-2 fluorescence; B-score of Tl+ flux slope (higher = more flux/activation; lower = inhibition) at 10 µM; actives 2.2% (n = 190,000); AID 1456;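 active = thallium flux slope and its plate-corrected score both differing from the plate sample mean at a set confidence after two filtering rounds, in either direction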;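 note: slope of fluorescence scaled to starting intensity during 10 to 20 s after thallium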
p97 ATPase inh: human p97 ATPase inhibition | AID 1481 | P55072 | recombinant p97 ATPase, Kinase-Glo ATP luminescence, 3 h | inhibition, % at 8 µM | actives 0.42% (n = 220,000); in the data active = inhibition above about 15%;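 note: 0% = DMSO vehicle and 100% = wells lacking enzyme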
KLK5 inh: blocks human kallikrein 5 protease activity; Q9Y337; recombinant hK5, fluorogenic AMC substrate cleavage; actives 0.59% (n = 210,000); inhibition, % at 5 µM;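 active = inhibition of 40% or more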;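 note: 0% = enzyme controls without compound and 100% = no-enzyme blanks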
Target sequence (Q9Y337 67-293 limits assumed): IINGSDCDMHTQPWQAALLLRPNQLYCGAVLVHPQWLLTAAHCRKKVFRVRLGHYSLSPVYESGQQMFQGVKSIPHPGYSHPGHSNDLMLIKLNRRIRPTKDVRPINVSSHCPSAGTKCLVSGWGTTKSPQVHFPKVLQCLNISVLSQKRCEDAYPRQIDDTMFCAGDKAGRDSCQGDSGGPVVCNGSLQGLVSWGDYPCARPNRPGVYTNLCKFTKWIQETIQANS
FXIa inh: blocks human coagulation factor XIa protease activity; P03951; purified FXIa, Boc-Glu-Ala-Arg-AMC fluorogenic substrate; inhibition, % at 5 µM; actives 0.14% (n = 220,000); AID 798;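 active = inhibition of at least 40%; inactive = inhibition below 40%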;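 note: fluorescence of freed AMC excited at 355 nm; 0% = enzyme without compound and 100% = no enzyme blank; many of its hits are not listed in these tables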
Target sequence (P03951 19-387 limits assumed): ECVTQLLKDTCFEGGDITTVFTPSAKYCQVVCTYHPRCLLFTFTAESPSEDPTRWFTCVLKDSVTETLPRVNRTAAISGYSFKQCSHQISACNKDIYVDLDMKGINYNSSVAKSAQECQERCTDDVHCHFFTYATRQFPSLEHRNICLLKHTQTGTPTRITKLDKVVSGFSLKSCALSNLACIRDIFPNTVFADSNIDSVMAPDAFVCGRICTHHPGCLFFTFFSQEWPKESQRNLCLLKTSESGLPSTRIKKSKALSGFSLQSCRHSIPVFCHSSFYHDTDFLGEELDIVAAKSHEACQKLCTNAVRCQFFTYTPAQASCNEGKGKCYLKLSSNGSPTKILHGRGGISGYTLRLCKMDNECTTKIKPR
Target sequence (P03951 388-625 limits assumed): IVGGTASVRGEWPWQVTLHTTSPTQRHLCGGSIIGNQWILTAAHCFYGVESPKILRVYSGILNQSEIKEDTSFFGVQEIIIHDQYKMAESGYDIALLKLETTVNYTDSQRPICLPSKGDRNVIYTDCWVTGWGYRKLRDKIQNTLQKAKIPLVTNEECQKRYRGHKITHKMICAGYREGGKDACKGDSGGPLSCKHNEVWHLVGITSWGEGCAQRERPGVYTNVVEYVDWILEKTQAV
Wee1 degr inh: inhibitors of human Wee1 degradation; P30291; HeLa Luc-Wee1K328M stability, luciferase luminescence; 100% = proteasome inhibitor MG132 effect; reporter increase, % at 5 µM; actives 1.2% (n = 220,000);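 active = activation above the mean of all tested compounds plus 3 SD, set per screening run, cut at about 8.8% in these data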;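 note: cells exposed to compound for 20 h before luminescence read; 0% = DMSO alone and 100% = MG132 at 30 µM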
thrombin 1536: blocks human thrombin protease activity; P00734; alpha-thrombin, Boc-VPR-AMC fluorogenic substrate cleavage; inhibition, % at 5 µM; actives 0.26% (n = 220,000); AID 1046;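 active = inhibition at or above 40%; inactive = inhibition below 40%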;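 note: 0% = enzyme with no compound and 100% = wells without enzyme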
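Material: human alpha-thrombin enzyme / Medium: pH 7.5 Tris (50 mM) with NaCl 150 mM, Tween 20 0.05% / Compound: single-point dosing at 5 µM, 0.2% DMSO / Incubation: enzyme reaction carried out at room temperature / Detection: AMC fluorescence, 355/460 nm / Read-out basis: percent inhibition scaled between no-compound controls and no-enzyme blanks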
PERK inh: inhibitors of human PERK kinase; Q9NZJ5; CHO PERK-DD fusion, SEAP luminescence translation reporter; inhibition, % at 5.6 µM; actives 0.17% (n = 220,000);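 active = inhibition above the mean inhibition of all tested compounds plus 3 SD, set separately per screening campaign, cut at about 2.9% in these data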;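 note: PERK kinase domain activated by AP20187 dimerizer at 100 nM; 0% = DMSO with dimerizer and 100% = rapamycin at 8.4 µM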
Numbers without * were called inactive; [ ] = remark or other dose. An unsorted share of the library. About 4.4% of those tested had a hit in this group.

Screening COc1cccc(/C=N/NC(=O)Cn2cnc3c2c(=O)n(C)c(=O)n3C)c1OC returned FXIIa inh 7, Furin inhibitor -10, Cl transport mod 1, p97 ATPase inh -3, KLK5 inh -1, FXIa inh -1, Wee1 degr inh -2, thrombin 1536 -4 and PERK inh 0.9.
`O=C1c2sc3nc4n(c(=O)c3c2CCC1Br)CCCCC4` (stereo unspecified) gave FXIIa inh 5, Furin inhibitor -11, p97 ATPase inh 0, KLK5 inh -21, FXIa inh -1, Wee1 degr inh 2, thrombin 1536 -10 and PERK inh 0.6.
Screening COc1ccc(N2CCN(C(=O)c3ccc4c(=O)n(CCc5ccc(OC)c(OC)c5)c(=O)[nH]c4c3)CC2)cc1 returned FXIIa inh 10, Furin inhibitor -22, p97 ATPase inh 5, KLK5 inh 17, FXIa inh 3, Wee1 degr inh -1, thrombin 1536 0 and PERK inh 0.2.
For FC(F)(F)c1cc(Oc2ccccc2)nc(-c2ccccn2)n1 the results were FXIIa inh 15, Furin inhibitor -14[20 µM], Cl transport mod -1.2, p97 ATPase inh 2, KLK5 inh 1, FXIa inh -12, Wee1 degr inh 4, thrombin 1536 -6 and PERK inh 0.5.
For O=C(Oc1cc(-c2ccccc2)no1)c1ccc(Cl)cc1 the results were FXIIa inh 8, Furin inhibitor 11[20 µM], Cl transport mod -5.5*, p97 ATPase inh 3, KLK5 inh -36, FXIa inh -11, Wee1 degr inh 0, thrombin 1536 -3 and PERK inh 0.9.
For COc1ccc(NC(=O)/C(=C/c2cccs2)NC(=O)c2ccco2)cc1 the results were FXIIa inh 2, Furin inhibitor -2, Cl transport mod 0.1, p97 ATPase inh 1, KLK5 inh -2, FXIa inh -3, Wee1 degr inh 4, thrombin 1536 -2 and PERK inh -0.3.
CN(C)S(=O)(=O)c1ccc(C(=O)OCC(=O)Nc2ccc(OC(F)F)cc2)cc1 was read as FXIIa inh 10, Furin inhibitor -18, Cl transport mod 0.064, p97 ATPase inh 2, KLK5 inh 7, FXIa inh 3, Wee1 degr inh 0, thrombin 1536 3 and PERK inh -0.2.
For Cc1cnc(NC(=O)c2c(O)c3cccc4c3n(c2=O)CCC4)s1 the results were FXIIa inh -1, Furin inhibitor -14, Cl transport mod -0.59, p97 ATPase inh 5, KLK5 inh -75, FXIa inh -11, Wee1 degr inh 0, thrombin 1536 7 and PERK inh 1.0.
For CCCc1cc2c(-c3ccccc3)cc(=O)oc2cc1OCc1ccc(C(=O)O)o1 the results were FXIIa inh 14, Furin inhibitor -10, Cl transport mod -3.3, p97 ATPase inh 4, KLK5 inh 7, FXIa inh 5, Wee1 degr inh 1, thrombin 1536 5 and PERK inh 1.0.
CCCCCCN(C(=O)CCCCCN1C(=O)NC(c2ccccc2)C(C(=O)OCc2ccccc2)=C1C)C(C(=O)NCCCC)c1ccc(OCC(=O)OC)c(C(=O)OC)c1 (stereo unspecified) was read as FXIIa inh 3, Furin inhibitor -16, Cl transport mod -1.2, KLK5 inh -2, FXIa inh -2 and thrombin 1536 -3.

Of the compounds above, two contain a furan ring, fused or not.
For COc1ccc(NC(=O)/C(=C/c2cccs2)NC(=O)c2ccco2)cc1 the results were FXIIa inh 2, Furin inhibitor -2, Cl transport mod 0.1, p97 ATPase inh 1, KLK5 inh -2, FXIa inh -3, Wee1 degr inh 4, thrombin 1536 -2 and PERK inh -0.3.
For CCCc1cc2c(-c3ccccc3)cc(=O)oc2cc1OCc1ccc(C(=O)O)o1 the results were FXIIa inh 14, Furin inhibitor -10, Cl transport mod -3.3, p97 ATPase inh 4, KLK5 inh 7, FXIa inh 5, Wee1 degr inh 1, thrombin 1536 5 and PERK inh 1.0.

(next part)
`O=C(COC(=O)c1ccc(Oc2ccccc2)cc1)Nc1nnc(-c2ccccc2)o1` gave FXIIa inh 12, Furin inhibitor -17, Cl transport mod 42*, p97 ATPase inh -2, KLK5 inh -185, FXIa inh 1, Wee1 degr inh -2, thrombin 1536 -3 and PERK inh 0.6.
`Cc1ccccc1-n1c(-c2ccncc2)n[nH]c1=S` gave FXIIa inh 20, KLK5 inh 3, FXIa inh -3 and thrombin 1536 14.
For CCN(CC)C(=O)CSc1nc2cc3c(cc2c(=O)n1Cc1ccco1)OCO3 the results were FXIIa inh 7, Furin inhibitor -20, Cl transport mod 0.65, p97 ATPase inh 2, KLK5 inh 1, FXIa inh -2, Wee1 degr inh -2, thrombin 1536 -5 and PERK inh -0.2.
Cc1cc(C)cc(NC(=O)NCC(O)COc2ccc([N+](=O)[O-])cc2)c1 (stereo unspecified) was read as FXIIa inh 15, Furin inhibitor -5, Cl transport mod -1.2, p97 ATPase inh -3, KLK5 inh 5, FXIa inh -1, Wee1 degr inh 6, thrombin 1536 3 and PERK inh 0.9.
Screening CCOC(=O)N1CCN(C(=O)CN(c2ccc(Oc3ccccc3)cc2)S(C)(=O)=O)CC1 returned FXIIa inh 6, Furin inhibitor -14, p97 ATPase inh 3, KLK5 inh -26, FXIa inh -6, Wee1 degr inh -2, thrombin 1536 -3 and PERK inh 0.7.
Screening O=C(Nc1ncc(S(=O)(=O)c2ccc([N+](=O)[O-])cc2)s1)c1cccc2ccccc12 returned FXIIa inh 15, Furin inhibitor 2, Cl transport mod 0.85, p97 ATPase inh -3, KLK5 inh -12, FXIa inh 6, Wee1 degr inh 2, thrombin 1536 2 and PERK inh 0.2.
`CCOC(=O)c1ccc(NC(=O)Nc2cccc(C)n2)cc1` gave FXIIa inh 20, Furin inhibitor -15, Cl transport mod 0.45, p97 ATPase inh -2, KLK5 inh 11, FXIa inh 45*, Wee1 degr inh 7, thrombin 1536 15 and PERK inh -0.2.
CCOC(=O)[C@@H]1C(c2c(OC)cc(OC)cc2OC)=NO[C@@H]1C(=O)OCC was read as FXIIa inh 7, Furin inhibitor 1, Cl transport mod -0.42, p97 ATPase inh -3, KLK5 inh -3, FXIa inh -4, Wee1 degr inh -1, thrombin 1536 -10 and PERK inh -0.8.
Screening COc1ccc(N=c2sc3ccccc3n2C)cc1 returned FXIIa inh 0, Furin inhibitor -18[20 µM], Cl transport mod -0.5, p97 ATPase inh -1, KLK5 inh -6, FXIa inh 15, Wee1 degr inh 1, thrombin 1536 -5 and PERK inh -0.2.
Screening COCn1c(-c2ccc(OC)c(OC)c2)nc2ccccc21 returned FXIIa inh -16, Furin inhibitor -25, Cl transport mod -0.086, p97 ATPase inh -2, KLK5 inh -13, FXIa inh -15, Wee1 degr inh 2, thrombin 1536 -4 and PERK inh -0.3.

Looked up one by one from the entries so far (two):
For CCN(CC)C(=O)CSc1nc2cc3c(cc2c(=O)n1Cc1ccco1)OCO3 the results were FXIIa inh 7, Furin inhibitor -20, Cl transport mod 0.65, p97 ATPase inh 2, KLK5 inh 1, FXIa inh -2, Wee1 degr inh -2, thrombin 1536 -5 and PERK inh -0.2.
CCOC(=O)[C@@H]1C(c2c(OC)cc(OC)cc2OC)=NO[C@@H]1C(=O)OCC was read as FXIIa inh 7, Furin inhibitor 1, Cl transport mod -0.42, p97 ATPase inh -3, KLK5 inh -3, FXIa inh -4, Wee1 degr inh -1, thrombin 1536 -10 and PERK inh -0.8.

Additional results follow:
Screening COc1ccc(-c2ccc(C#N)c(SCC(=O)NCc3ccco3)n2)cc1OC returned FXIIa inh -15, Furin inhibitor -50, Cl transport mod 0.41, p97 ATPase inh 10, KLK5 inh -8, FXIa inh -10, Wee1 degr inh -3, thrombin 1536 -2 and PERK inh -0.8.
Screening COc1ccc(NC(=O)CC2C(=O)NCCN2C(=O)c2ccccc2)cc1 (stereo unspecified) returned FXIIa inh 4, Furin inhibitor -15, Cl transport mod -0.3, p97 ATPase inh 1, KLK5 inh -4, FXIa inh -3, Wee1 degr inh 3, thrombin 1536 0 and PERK inh 0.2.
C/C(=N\NC(=O)c1cc(C2CC2)nc2ccccc12)c1ccc(C)s1 was read as FXIIa inh 12, Furin inhibitor -7[20 µM], Cl transport mod 0.13, p97 ATPase inh 2, KLK5 inh -22, FXIa inh -4, Wee1 degr inh 0, thrombin 1536 0 and PERK inh -0.9.
For O=C1C=C(O)CC(c2ccc(Cl)cc2)C1 (stereo unspecified) the results were FXIIa inh 8, Furin inhibitor -25[20 µM], Cl transport mod -0.21, p97 ATPase inh 3, KLK5 inh -5, FXIa inh -1, Wee1 degr inh -2, thrombin 1536 -4 and PERK inh 0.6.
`CC1(C)CN(c2ccc(-c3ccnc4ncnn34)cc2)C1=O` gave FXIIa inh -13, Furin inhibitor -348, Cl transport mod -0.081, p97 ATPase inh 7, KLK5 inh -54, FXIa inh -20, Wee1 degr inh 9.8*, thrombin 1536 -39 and PERK inh 1.0.
For O=C(CSc1nnc2ccccn12)Nc1ccccc1C(=O)O the results were FXIIa inh 6, Furin inhibitor -14, Cl transport mod 0.47, p97 ATPase inh 0, KLK5 inh 3, FXIa inh -1, Wee1 degr inh 1, thrombin 1536 -10 and PERK inh 1.4.
`CCCCC(=O)Nc1nc2c(OC)cc([N+](=O)[O-])cc2s1` gave Furin inhibitor -17, Cl transport mod -0.54, p97 ATPase inh -1, KLK5 inh 4, FXIa inh 0, Wee1 degr inh 1, thrombin 1536 -2 and PERK inh 0.4.
CCOC(=O)C1CCN(C(=O)CN2C(=O)C(CC)Oc3ccccc32)CC1 (stereo unspecified) was read as FXIIa inh 7, Furin inhibitor -19, Cl transport mod -0.69, p97 ATPase inh 3, KLK5 inh 5, FXIa inh 5, Wee1 degr inh -1, thrombin 1536 4 and PERK inh 0.6.
For Cc1ccc(S(=O)(=O)N2CCC(=O)N(CCOC(=O)NCc3ccccc3)CC2)cc1 the results were FXIIa inh 9, Furin inhibitor -17, Cl transport mod 0.25, p97 ATPase inh 1, KLK5 inh -13, FXIa inh 0, Wee1 degr inh -4, thrombin 1536 -3 and PERK inh -0.4.
For CC(NC(=O)/C(C#N)=C/c1ccco1)c1ccccc1 (stereo unspecified) the results were FXIIa inh 14, Furin inhibitor 11, Cl transport mod 0.65, p97 ATPase inh -2, KLK5 inh 3, FXIa inh 4, Wee1 degr inh -3, thrombin 1536 4 and PERK inh 0.3.
For C=CC[n+]1c(-c2ccc(C)cc2)csc1Nc1ccc(NC(C)=O)cc1 the results were FXIIa inh 6, Furin inhibitor -10, Cl transport mod 0.51, p97 ATPase inh -3, KLK5 inh -2, FXIa inh -3, Wee1 degr inh -1, thrombin 1536 -10 and PERK inh 0.1.
`Cc1ccc(C(C)NC(=O)c2ccco2)cc1` (stereo unspecified) gave FXIIa inh 16, Furin inhibitor -7[20 µM], p97 ATPase inh 2, KLK5 inh -5, FXIa inh 3, Wee1 degr inh 0, thrombin 1536 -2 and PERK inh 1.0.
For O=C(CSc1ncnc2c1cnn2-c1ccc(Cl)cc1)NCc1ccc2c(c1)OCO2 the results were FXIIa inh 14, Furin inhibitor -9, Cl transport mod 21*, p97 ATPase inh 5, KLK5 inh -14, FXIa inh 9, Wee1 degr inh 1, thrombin 1536 1 and PERK inh 0.2.
Screening Cc1cc(C)c(C#N)c(Sc2ccccc2N)n1 returned FXIIa inh 6, Furin inhibitor -4, Cl transport mod 1, p97 ATPase inh 7, KLK5 inh 0, FXIa inh -3, Wee1 degr inh 0, thrombin 1536 1 and PERK inh 0.3.
Cc1ccc(N2C(=O)C3C=NNC3C2=O)cc1 (stereo unspecified) was read as FXIIa inh 0, Furin inhibitor -15, p97 ATPase inh 5, KLK5 inh -6, FXIa inh -4, Wee1 degr inh 8, thrombin 1536 -4 and PERK inh 0.2.
